# PolyA inhibitor = yeast polyadenylation inhibition | calls only at 12 µM | 300,000 compounds, 0.02% hits | S. cerevisiae SKY197-pL101 polyadenylation reporter, beta-gal luminescence; efflux-impaired pdr1/pdr3 knockout yeast; score 100 = 6 SD above DMSO;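 active means lowest replicate activity score at least 50, where 100 means six control SD above control mean; inconclusive means lowest score under 50 but half or more replicates reach 50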;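 further: yeast exposed to compound for 9 h at 30 °C; higher score means more reporter readthrough which indicates perturbed polyadenylation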
# DYRK1A inh = blocks rat Dyrk1A kinase activity; ADP-Glo luminescence, NFATc1 peptide; inhibition, % at 12.5 µM; 310,000 compounds, 0.43% hits; in the data active means inhibition above about 50%;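 further: plate controls were vehicle with enzyme for no effect and no enzyme for full effect; many of its hits are not listed in these tables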
# HSF1 activator = increases HSF-1 driven luciferase reporter signal. NIH3T3-HGL HSF-1 luciferase reporter, MG132, 8 h; 100% = twice DMSO control signal. activation, % at 9 µM. 300,000 compounds, 1.7% hits. AID 504408;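 active means mean replicate activation of at least 50% with a set share of replicates each reaching 50%; inconclusive means only one of those two conditions met; inactive means mean below 50% and too few replicates reaching it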;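 further: 0% = median of the neutral control wells and 100% = twice that signal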
# AI-2 QS mod = Vibrio harveyi AI-2 quorum sensing modulation; Vibrio harveyi JMH597 AI-2 luminescence/OD600 ratio, 9 h; active compounds read low; strain lacks LuxN and CqsS sensors; 0 = neutral-control median; activity change, % at 7.5 µM; 300,000 compounds, 0.4% hits; AID 2094; in the data active means activity change below about -75%, passing the limit was not always enough; inconclusive means no clear call, values can overlap the other calls;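 further: luminescence divided by OD600 gain over 9 h not by final OD600 alone; inactives centre near 13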
# GSK3B inh = inhibitors of human GSK3beta kinase; P49841; activity score (negative = inhibition), % at 10 µM; 300,000 compounds, 0.038% hits; AID 2097; GST-GSK3beta kinase, ADP-Glo luminescence, 60 min; active compounds read low;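 active means more than half of replicate wells score below -50%, meaning over 50% inhibition versus plate controls; inconclusive means some replicates but at most half score below -50%; inactive means no replicate scores below -50%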;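 further: 0% = median DMSO wells and -100% = median GW8510 positive control wells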
#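 Test system: GST-fused GSK3beta enzyme, cell-free | Quantity: 1.6 ng GST-GSK3beta enzyme per well | Reagent: 25 µM ATP with peptide substrate | Schedule: 60 min enzyme reaction, room temperature | Signal: Luminescent ADP-Glo measurement of ADP formed | Read-out basis: Score relative to plate controls | Control set: DMSO and 20 µM GW8510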
# HSP90 inh = blocks HSP90-mediated luciferase refolding in reticulocyte lysate | Rabbit reticulocyte lysate, luciferase refolding luminescence, 3 h | inhibition, % at 5.6 µM | 290,000 compounds, 0.91% hits | AID 1789;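 active means inhibition above the screen-wide mean plus 3 SD, computed separately per campaign, cut at about 16% in these data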;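 further: 0% = DMSO wells and 100% = 60 µM geldanamycin wells; inhibitors lower the luminescence because luciferase stays unfolded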
# HSF1 inh = HSF1 inhibition; NIH3T3-HGL HSE-luciferase, MG132-induced, luminescence 8 h; active compounds read low; activity change, negative = inhibition, % at 7.5 µM (by protocol); 300,000 compounds, 0.77% hits;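 active means more than half of replicate wells show activity change below -50%, luminescence cut by over half; inconclusive means some wells, but at most half, below -50%; inactive means no replicate well below -50%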;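 further: luciferase reports HSF-1 transcriptional activity via heat shock element; 0% = median of DMSO wells and -100% = zero luminescence signal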
# GSK3 alpha inh = human GSK-3 alpha kinase inhibition; ADP-Glo luminescence, 60 min; inhibition, % at 10 µM; 320,000 compounds, 0.1% hits; AID 2650;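 in the data active means inhibition above about 50%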;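 further: GST-tagged GSK-3 alpha with peptide substrate and 25 µM ATP; 0% = DMSO neutral wells and 100% = GW8510 positive control wells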
# Target sequence (P49840 whole entry, looked up): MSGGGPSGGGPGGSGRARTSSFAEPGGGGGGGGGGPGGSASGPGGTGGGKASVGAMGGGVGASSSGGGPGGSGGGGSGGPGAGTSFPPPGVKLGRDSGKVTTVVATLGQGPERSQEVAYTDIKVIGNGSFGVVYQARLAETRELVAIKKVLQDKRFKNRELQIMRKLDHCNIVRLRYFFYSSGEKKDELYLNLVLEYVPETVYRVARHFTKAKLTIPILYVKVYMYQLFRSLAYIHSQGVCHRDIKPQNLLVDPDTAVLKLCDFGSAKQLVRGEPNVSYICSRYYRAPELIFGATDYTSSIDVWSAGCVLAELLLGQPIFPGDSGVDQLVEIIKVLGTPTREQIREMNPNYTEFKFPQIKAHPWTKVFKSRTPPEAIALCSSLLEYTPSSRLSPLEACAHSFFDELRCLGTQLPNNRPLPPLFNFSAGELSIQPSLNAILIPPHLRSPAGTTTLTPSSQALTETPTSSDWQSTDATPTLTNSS
# Platelet DG rel = platelet dense granule release activity; inhibition, %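 (compounds screened at 7.5 µM in platelet-rich plasma)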; 300,000 compounds, 0.22% hits; AID 1663; human platelet-rich plasma, SFLLRN dense granule ATP release, luminescence;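 active means mean replicate score, as percent of positive control, at or above 50; inconclusive means mean below 50 but at least one replicate at or above 50; inactive means mean and every replicate below 50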
# HDAC3 inh = human HDAC3 inhibition; recombinant HDAC3, fluorogenic peptide/trypsin coupled, fluorescence; inhibition, % at 8.3 µM; 320,000 compounds, 0.15% hits; AID 2718; in the data active means inhibition above about 26%, passing the limit was not always enough; inconclusive means no clear call, values can overlap the other calls
# Target sequence (O15379 whole entry, looked up): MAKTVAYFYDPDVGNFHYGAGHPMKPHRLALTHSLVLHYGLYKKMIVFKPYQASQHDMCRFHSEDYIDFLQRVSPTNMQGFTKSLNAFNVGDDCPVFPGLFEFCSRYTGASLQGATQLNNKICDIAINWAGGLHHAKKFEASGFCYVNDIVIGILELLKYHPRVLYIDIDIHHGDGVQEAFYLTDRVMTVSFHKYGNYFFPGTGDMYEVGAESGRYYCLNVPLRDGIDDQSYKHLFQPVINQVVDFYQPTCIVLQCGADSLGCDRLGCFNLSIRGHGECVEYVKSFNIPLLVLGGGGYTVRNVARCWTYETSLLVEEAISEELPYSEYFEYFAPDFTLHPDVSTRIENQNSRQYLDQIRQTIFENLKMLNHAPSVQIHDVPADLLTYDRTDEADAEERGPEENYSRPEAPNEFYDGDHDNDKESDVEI
# The depositor's hits bear a star; i = inactive; ? = inconclusive; . = no result given. A portion of the library. The share of hits here may be higher or lower than overall.
PolyA inhibitor,DYRK1A inh,HSF1 activator,AI-2 QS mod,GSK3B inh,HSP90 inh,HSF1 inh,GSK3 alpha inh,Platelet DG rel,HDAC3 inh,mol
i,-3.0,-17.8,10.2,2.2,0.4,1.7,0.1,20.6,1.7,C/C(=N\NC(=O)COc1cccc(Cl)c1)c1ccc2c(c1)OCCO2
i,-5.7,20.5,36.5,1.7,1.2,7.3,-5.5,-12.0,4.9,O=C(/C=C/c1cccs1)c1ccc(NC(=O)c2ccccc2F)cc1
i,-1.4,-3.9,18.4,3.5,-4.1,-4.7,3.0,4.1,-6.3,Cc1[nH]c2c(C)cccc2c(=O)c1CN1CCCCCC1
i,-1.9,-0.3,23.7,-3.5,-0.9,-9.4,-1.9,0.8,1.4,Nc1nnc(SCCN2C(=O)c3ccccc3C2=O)s1
i,-3.1,-0.7,-4.1,0.8,-3.5,3.3,-0.1,7.2,-1.0,COc1ccc(/C=C2\N=C(SC)SC2=O)cc1OC
i,0.1,-19.6,40.5,-2.9,5.9,-5.5,-0.5,-31.0,-3.2,COc1ccc(C(=O)Nc2nc3nccc(-c4ccccc4)n3n2)cc1
i,20.8,15.0,24.4,-1.9,3.5,9.6,6.8,22.5,-1.0,COc1ccc(/C=C2\SC(=S)N(CCC(=O)N3CCCCC3CCO)C2=O)cc1 (centres undefined)
i,-15.7,?,-1.0,1.2,-2.0,15.5,.,4.1,0.6,O=c1[nH]c2ccc(S(=O)(=O)Nc3ccc(-c4nnc5n4CCCCC5)cc3)cc2o1
i,.,20.0,26.5,2.0,1.7,4.0,-1.1,5.0,-1.0,O=C(Nc1ccc2c(c1)C(=O)OC2)c1ccc(F)cc1F
i,-10.6,-2.7,17.8,2.4,.,0.5,0.4,1.9,6.4,COc1ccc(C(=O)NCCS(=O)(=O)N(C)Cc2ccccc2)cc1
i,1.6,2.0,-81.5*,-1.8,-0.4,-7.7,-2.2,-1.8,-83.4,COc1ccc(NCc2cc(=O)oc3cc(NC(C)=O)ccc23)cc1
i,-2.0,-10.1,3.2,-2.1,-2.8,-6.7,-1.6,-2.1,-1.3,CCOC(=O)C1=CSC2=NS(=O)(=O)CCN12
i,-4.1,-5.1,18.5,-0.9,-1.5,4.7,-5.5,0.5,16.6,CC(/C=C1\SC(=S)N(C(C(=O)O)C(C)C)C1=O)=C\c1ccccc1 (centres undefined)
i,-0.5,-0.2,24.6,2.1,0.0,-4.8,1.3,-0.3,1.3,CCOC(=O)C1CCN(C(=O)N2CCOCC2)CC1
i,-4.1,19.8,16.9,0.7,2.6,5.5,3.7,-1.5,-6.8,COc1ccc(OC)c(NC(=O)Cc2coc3cc(C)cc(C)c23)c1
i,.,.,24.6,-13.9,1.4,-11.3,14.9,10.2,-0.6,c1cc(-c2sc(-c3ccncc3)c(-c3ccncc3)c2-c2ccncc2)ccn1
i,2.2,77.9*,22.6,0.0,2.2,26.2,-3.2,-4.9,-0.6,CN=c1scc(-c2ccccc2F)n1/N=C(\C)c1cccnc1
i,2.5,47.7,5.5,0.1,2.2,20.0,-2.1,17.1,-3.9,CC1CCc2c(C(=O)NCC3CCCO3)csc2C1 (centres undefined)
i,-4.9,0.9,45.8,1.8,-0.1,0.6,-1.7,10.1,-2.9,Cc1ccc2[nH]cc(CCNC(=O)C3CCCO3)c2c1 (centres undefined)
i,1.0,27.8,.,.,-1.7,14.9,-0.7,6.5,-6.2,Cc1cccn2c(=O)c3cc(C(=O)NC4CCCCC4)sc3nc12
i,-0.7,-11.3,35.6,-2.1,0.3,5.9,-2.4,11.9,4.8,O=S(=O)(NCc1ccccn1)c1ccccc1
i,0.6,15.5,-0.3,-0.7,.,0.2,-0.3,2.9,14.1,CCOc1ccc(C(=O)COC(=O)C2CCN(c3ccc(C(F)(F)F)cn3)CC2)cc1
i,2.1,-9.7,25.9,-0.3,1.2,-3.8,-0.7,-3.7,0.1,CC(C)N1CCN(Cc2ccncc2)CC1CCO (centres undefined)
i,-3.9,7.7,28.1,2.1,.,2.6,1.1,1.0,2.9,CCC(C)Sc1ccc([C@H]2N[C@@](CC(C)C)(C(=O)OC)[C@H]3C(=O)N(CC)C(=O)[C@@H]23)cc1 (some centres undefined)
.,5.2,.,.,.,-3.8,.,1.1,.,16.3,CC1C(c2ccccc2)N(C)C(c2ccccc2)C(C)C1(O)C#Cc1ccccc1 (centres undefined)
i,-7.8,-13.2,2.7,4.5,-2.3,-12.4,0.8,20.2,-1.8,CCn1c(CSc2ncccn2)nnc1SCC(=O)N1CCCCC1
i,0.7,60.0*,-0.1,0.0,1.4,27.6,0.7,-8.9,0.7,O=C(CSc1nnc(SCc2ccc(Cl)cc2)s1)N/N=C/c1c(Cl)cccc1Cl
i,-4.9,122.5*,7.4,1.0,-2.6,84.7,1.7,-2.6,.,Cc1cc(C)c(C(CC(=O)c2cccs2)C(C#N)C#N)c(C)c1 (centres undefined)
i,.,-0.8,6.7,-1.4,-1.4,-4.3,-0.3,-0.5,-1.3,COc1ccc(-c2nc(CS(=O)(=O)CC(=O)NC3CCCCCC3)c(C)o2)cc1
i,4.1,12.1,0.9,-1.9,14.7,0.8,2.3,-2.4,-0.4,O=C(Nc1cccc(CNCCc2c[nH]c3ccccc23)c1)c1ccccc1Cl

# Part of the list above, set out differently.
mol,PolyA inhibitor,DYRK1A inh,HSF1 activator,AI-2 QS mod,GSK3B inh,HSP90 inh,HSF1 inh,GSK3 alpha inh,Platelet DG rel,HDAC3 inh
CCn1c(CSc2ncccn2)nnc1SCC(=O)N1CCCCC1,i,-7.8,-13.2,2.7,4.5,-2.3,-12.4,0.8,20.2,-1.8
CC1C(c2ccccc2)N(C)C(c2ccccc2)C(C)C1(O)C#Cc1ccccc1 (centres undefined),.,5.2,.,.,.,-3.8,.,1.1,.,16.3

# Next entries
PolyA inhibitor,DYRK1A inh,HSF1 activator,AI-2 QS mod,GSK3B inh,HSP90 inh,HSF1 inh,GSK3 alpha inh,Platelet DG rel,HDAC3 inh,mol
i,.,6.2,-3.9,-3.8,4.0,2.7,-1.7,-0.8,-5.5,CCOC(=O)C1(C)C=C(Nc2cccc(OC)c2)C(=O)N1c1ccccc1 (centres undefined)
i,-10.3,11.3,-3.8,1.2,4.5,7.4,0.0,-4.1,0.0,CCOC(=O)N1CCN(S(=O)(=O)c2cccc3cccnc23)CC1
i,14.4,-8.9,18.1,-2.8,-3.1,-3.5,-0.1,-2.3,-6.5,N#C/C(=C\c1ccc(Cl)cc1Cl)c1n[nH]c(Cn2cncn2)n1
i,-4.3,-7.7,19.3,0.8,0.0,-9.3,0.0,-1.8,-2.2,COc1ccc(CNS(=O)(=O)c2ccc3c(c2)CCN3C(=O)C2CC2)cc1
i,0.8,5.6,9.8,0.9,-1.3,3.9,-0.1,0.9,0.8,COc1ccc(OC)c2nc(-c3cccnc3)ccc12
i,2.1,-0.5,7.7,-2.0,-5.4,-0.7,-1.0,2.9,1.0,CC(Sc1nccn1C)C(=O)Nc1ccccc1 (centres undefined)
i,-7.2,-0.2,3.6,1.8,-0.6,-1.0,1.8,0.8,9.0,CC(C)CCn1nnnc1C(c1ccc(F)cc1)N1CCC(C(N)=O)CC1 (centres undefined)
i,.,9.9,22.4,2.3,-2.5,-4.1,-1.8,-3.9,0.4,COc1ccc(S(=O)(=O)n2nc(C)c(S(=O)(=O)N3CCOCC3)c2C)cc1OC
i,-2.6,1.8,-1.5,-1.7,.,4.8,-0.5,-1.9,7.3,CC12CCC(=O)N1C(C(=O)N1CCN(S(=O)(=O)c3ccc(Br)cc3Cl)CC1)CS2 (centres undefined)
i,2.8,31.0,17.8,1.7,2.0,-4.5,-0.9,4.0,0.3,COc1ccc(C(=O)NC(=S)NNC(=O)c2c(-c3ccccc3)noc2C)cc1OC
i,6.6,1.1,16.6,-3.4,0.4,-6.7,-3.1,15.0,-0.9,O=C(Nc1ccc(Cl)c(Cl)c1)C1CC(=O)N(c2ccc(Br)cc2)C1 (centres undefined)
i,-2.0,21.0,25.2,0.8,2.6,9.7,-4.6,10.1,-2.0,O=C(CSc1ncc(C(F)(F)F)cc1Cl)N1CCN(S(=O)(=O)c2ccc3ccccc3c2)CC1
i,14.1,-21.9,4.7,1.3,1.2,-2.5,-0.2,10.4,-2.5,COc1cccc(-c2nc(-c3ccc(NC(=O)c4cccnc4)cc3)no2)c1
i,-0.3,-2.6,17.3,1.0,2.2,-4.5,-0.9,-3.5,1.1,Cc1sc2c(c1C)c(=O)n(-c1ccccc1)c1nncn21
i,1.0,-13.2,15.0,1.9,0.3,-4.3,-0.9,1.2,3.3,Cc1ccc(Cn2c(=O)oc3ccccc32)cc1
i,7.7,18.2,14.3,1.4,-1.8,4.2,-0.1,0.5,1.9,CCCc1cc(=O)[nH]c(N2CCN(Cc3ccc4c(c3)OCO4)CC2)n1
i,-5.6,7.5,6.0,0.0,-1.7,-2.2,-4.2,-4.4,-2.0,COc1ccc(NS(=O)(=O)c2cccc(C(=O)NCC3(N4CCOCC4)CCCCC3)c2)cc1
i,5.5,-7.5,9.0,2.0,.,-0.9,-2.2,-0.6,-6.1,Nc1nnc(SCC(=O)NC2CCCCCCC2)s1
i,-3.4,5.3,19.0,2.4,1.9,2.8,-0.5,19.5,-1.2,COc1ccc(OC)c(-n2c(SC)nnc2-c2c[nH]c3ccccc23)c1
i,2.2,-45.0,12.0,-1.9,5.7,-39.4,-1.1,-40.0,1.1,NNc1nc2c(F)cccc2s1
i,-10.0,31.6,20.7,2.0,-0.4,21.3,-1.5,11.9,8.0,Cc1ccc(NC(=O)NC(=O)CSc2nnc(-c3ccc(Cl)cc3Cl)n2N)c(C)c1
i,7.4,.,27.4,-2.4,-4.9,.,-3.5,-3.0,-2.9,COc1ccc(-c2n[nH]c(C(F)(F)F)c2-c2cc3ccccc3o2)c(O)c1
i,.,4.8,28.7,-0.1,0.9,0.4,-0.6,-9.0,0.2,O=C1C(=O)N(CCO)C(c2ccc(Br)cc2)/C1=C(\O)c1ccccc1 (centres undefined)
i,26.5,28.3,18.1,-8.0,-5.7,12.3,2.8,5.0,4.2,CN(c1ccc(O)cc1)S(=O)(=O)c1ccc2ccccc2c1
i,-1.5,-14.4,12.5,0.4,2.3,1.0,-1.0,13.4,-5.0,Cc1sc2ncn(CC(=O)N3CCC(C(N)=O)CC3)c(=O)c2c1S(=O)(=O)N1CC(C)CC(C)C1 (centres undefined)
i,2.7,18.6,24.1,3.6,1.0,-7.3,-1.1,2.2,-0.8,O=C(NCc1ccc2c(c1)OCO2)c1ccccc1
i,4.7,5.1,21.4,-8.9,2.1,0.0,-0.4,-1.0,2.6,CCOC(=O)C1CCN(C(=O)CCn2c(=O)[nH]c3ccccc3c2=O)CC1
.,-55.4,.,3.1,-1.4,0.3,.,-11.3,-8.7,-4.9,Cc1ccc(CC(=O)Nc2ccncc2)cc1

# High-throughput results deposited in PubChem by several laboratories.
